Tb PGK inh: qHTS Assay to Find Inhibitors of Phosphoglycerate Kinase; Potency, µM (top dose mostly 57.5 µM), inactives show at the highest dose activity change, negative = inhibition, usual class: inhibitors; Phosphoglycerate kinase, glycosomal (Trypanosoma brucei brucei), P07378; PGK/GAPDH coupled, Kinase-Glo luminescence, 60 min; AID 602233, 2012; 0.043% of 380,000 active; further: on the % scale 0 is the no-effect control and ±100 the full control effect; nearly all actives have a fitted effect of over 60% in size
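Luminescent ATP detection (Kinase-Glo Plus) follows a 60-minute room-temperature incubation, with wells lacking PGK as controls. Buffer: 100 mM TEA (pH 7.6), 5 mM MgCl2, 0.01% Tween-20. Coupling enzyme GAPDH (100 nM final) supplies unstable 1,3-BPG in-well.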
RGS4 inhibitor: Inhibitors of Regulator of G Protein Signaling (RGS) 4: qHTS; Transcreener GDP fluorescence polarization, RGS4-accelerated GTP hydrolysis; 0.039% of 390,000 active; Regulator of G-protein signaling 4 (Homo sapiens), P49798; Potency, µM (doses to about 114 µM), for the others: top-dose activity change, negative = inhibition, most hits filed as inhibitors; further: on the % scale 0 is the no-effect control and ±100 the full control effect; nearly all actives have a fitted effect of over 75% in size; some results filed as inactive show a strong effect at the top dose
Target sequence (P49798 whole entry, looked up): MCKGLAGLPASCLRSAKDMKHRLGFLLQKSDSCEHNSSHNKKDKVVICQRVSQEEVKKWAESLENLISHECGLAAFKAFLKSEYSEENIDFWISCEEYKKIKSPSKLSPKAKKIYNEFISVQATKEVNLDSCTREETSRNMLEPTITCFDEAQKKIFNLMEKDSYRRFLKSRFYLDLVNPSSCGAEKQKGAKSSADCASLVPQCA
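MLSMR compounds (23 nl, pin-transferred) preincubated 10 min at room temperature with a 500nM (2x) first reagent, then RGS4 at 900nM (2x) plus Transcreener GDP mix added; fluorescence polarization (620/688 nm) read before and after 90 min at 30 °C.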
ALOX12 inh: Primary qHTS assay for inhibitors of human arachidonate 12S-lipoxygenase (ALOX12): Round 2; purified 12hLO, xylenol orange hydroperoxide absorbance; 1.1% of 580,000 active; Polyunsaturated fatty acid lipoxygenase ALOX12 (Homo sapiens), P18054; Potency, µM (highest dose often 108 µM), without a hit: top-dose activity change, negative = inhibition, actives largely listed as inhibitors; further: on the % scale 0 is the no-effect control and ±100 the full control effect
Target sequence (P18054 whole entry, looked up): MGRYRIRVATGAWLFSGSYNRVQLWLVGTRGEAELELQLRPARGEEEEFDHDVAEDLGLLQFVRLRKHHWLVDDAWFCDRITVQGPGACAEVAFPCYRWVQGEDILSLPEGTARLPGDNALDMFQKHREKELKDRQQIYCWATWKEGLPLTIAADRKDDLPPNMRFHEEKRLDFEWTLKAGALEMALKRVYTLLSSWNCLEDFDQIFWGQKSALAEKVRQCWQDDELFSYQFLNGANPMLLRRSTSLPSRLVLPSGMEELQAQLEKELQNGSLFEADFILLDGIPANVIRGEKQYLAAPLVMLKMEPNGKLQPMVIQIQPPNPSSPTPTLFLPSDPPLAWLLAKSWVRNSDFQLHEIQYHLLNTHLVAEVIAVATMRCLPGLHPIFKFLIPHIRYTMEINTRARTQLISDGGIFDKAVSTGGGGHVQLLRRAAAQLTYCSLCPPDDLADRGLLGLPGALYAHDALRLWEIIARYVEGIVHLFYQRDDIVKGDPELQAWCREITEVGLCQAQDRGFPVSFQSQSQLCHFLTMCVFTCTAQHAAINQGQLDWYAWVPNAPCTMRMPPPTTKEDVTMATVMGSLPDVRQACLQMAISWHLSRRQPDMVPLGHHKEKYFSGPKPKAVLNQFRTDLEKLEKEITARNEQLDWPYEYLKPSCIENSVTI
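Purified human 12hLO at 150 nM in 25 mM Hepes, 0.01% Triton X-100, pH 7.0, preincubated 15 min at room temperature with compound. Reaction started with 40 uM arachidonic acid, 30 min at room temperature. Hydroperoxide measured by Fe-xylenol orange, 573/405 nm absorbance ratio.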
Pin1 inh: qHTS Assay to Find Inhibitors of Pin1; Peptidyl-prolyl cis-trans isomerase NIMA-interacting 1 (Homo sapiens), Q13526; Pin1 FP peptide displacement, HiFluor488, 10 min; 0.009% of 390,000 active; Potency, µM (series often up to 115 µM), without a hit: at the top dose activity, negative = inhibition, most hits filed as inhibitors; AID 504891, 2011; active means well fitted inhibition curve with a large enough effect in the polarisation, with a control signal flat, not every such curve was filed as active; inconclusive means small, poorly fitted or top-dose-only effect, or effect the other way, or a change in a side signal; inactive means no such curve, though single readings can be large or run the other way; the % refers to the polarisation; further: on the % scale 0 is the no-effect control and ±100 the full control effect
Target sequence (Q13526 whole entry, looked up): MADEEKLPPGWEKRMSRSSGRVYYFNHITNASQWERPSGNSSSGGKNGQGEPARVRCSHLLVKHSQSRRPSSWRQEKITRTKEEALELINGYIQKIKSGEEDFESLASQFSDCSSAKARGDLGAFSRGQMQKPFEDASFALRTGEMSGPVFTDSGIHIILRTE
JMJD2A Tudor inh: qHTS Assay for Inhibitors of JMJD2A-Tudor Domain; AlphaScreen JMJD2A-Tudor / H3K4me3 peptide binding; Lysine-specific demethylase 4A (Homo sapiens), O75164; Potency, µM (highest dose often 114 µM), without a hit: at the highest dose activity change, negative = inhibition, hits mostly inhibitors; 4.4% of 390,000 active; further: on the % scale 0 is the no-effect control and ±100 the full control effect; nearly all actives have a fitted effect of over 50% in size
ERG Ets-DNA blk: qHTS for Small Molecule Inhibitors of the ERG Ets/DNA interaction | AID 624246, 2012 | Transcriptional regulator ERG (Homo sapiens), P11308 | fluorescence polarization, His-ERG Ets domain / labelled DNA | 0.028% of 370,000 active | Potency, µM (titrated, usually from 76.9 µM), inactives show at the top dose FP activity, negative = inhibition, most hits filed as inhibitors; active means well fitted inhibition curve with a large enough effect in the polarisation, with a control signal flat; inconclusive means small, poorly fitted or top-dose-only effect, or effect the other way, or a change in a side signal; inactive means no such curve, though single readings can be large or run the other way; the % refers to the polarisation;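 further: polarization taken with two DNA probes labelled with fluorescein and Texas red; % of control where 0% means no effect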
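His-tagged ERG Ets domain (1 uM in the protein solution; 300mM KCl, 50mM Tris-HCl, 1mM EDTA, 1mM DTT, pH 7.5) received compound, then a probe mix of 5 nM fluorescein-DNA and 100nM Texas-615-DNA. Fluorescence polarization was read for both dyes.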
TrxR1 inh: qHTS Assay for Inhibitors of Mammalian Selenoprotein Thioredoxin Reductase 1 (TrxR1): qHTS. recombinant rTrxR1, NADPH fluorescence consumption, selenite substrate. 1% of 390,000 active. Potency, µM (titrated, usually from 114 µM), inactives show at the highest dose activity change, negative = inhibition, actives largely listed as inhibitors. AID 588453, 2011; further: on the % scale 0 is the no-effect control and ±100 the full control effect; nearly all actives have a fitted effect of over 65% in size
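Rat TrxR1 (90 nM in the dispensed reagent) was pre-reduced with 400 uM NADPH for 5 min at room temperature, then incubated with compound for 15 min. After 400 uM selenite was added, NADPH fluorescence (Ex 340/Em 450 nm) was followed for 8 min.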
GLS inh: qHTS for Inhibitors of Glutaminase (GLS); Glutaminase kidney isoform, mitochondrial (Homo sapiens), O94925; GLS enzymatic activity, qHTS titration; Potency, µM (series often up to 45.5 µM), for the others: top-dose activity change, negative = inhibition, hits mostly inhibitors; 0.21% of 410,000 active; AID 624170, 2012; further: on the % scale 0 is the no-effect control and ±100 the full control effect
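Two-point fluorescence kinetic (t0, 30 min RT) for hKGA; glutamate detected via glutamate oxidase–HRP–Amplex Red. Substrate: 1 mM L-glutamine solution; buffer 45 mM KH2PO4, pH 8.2.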
HP1b chromo inh: HTS for Inhibitors of HP1-beta Chromodomain Interactions with Methylated Histone Tails; Chromobox protein homolog 1 (Homo sapiens), P83916; AlphaScreen HP1-beta / biotin-H3K9me3 peptide binding; Potency, µM (series often up to 114 µM), without a hit: at the highest dose activity change, negative = inhibition, most hits filed as inhibitors; 0.56% of 390,000 active; AID 540317, 2011; further: nearly all actives have a fitted effect of over 70% in size; inactives centre near 23
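HP1-beta protein (50 nM final) preincubated 30 min at room temperature with biotinylated H3(1-18)K9me3 peptide (50 nM) in PBS pH 7.4, 0.01% Tween-20, then compound added for 30 min. AlphaScreen streptavidin donor/nickel chelate acceptor beads (10 ug/mL final), 30 min dark, luminescence read.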
Starred values were filed as active, the others as inactive; i = inactive; u = inconclusive; x = no result given; & = joins results of further samples; [ ] = another dose, or the depositor's remark. Unless noted, the call rests on the fitted dose curve; in most records, active means well fitted curve in the direction sought with a large enough effect; inconclusive means small, poorly fitted or top-dose-only effect, or another doubt; inactive means no such curve, though single readings can be large; an effect the other way counts as inactive or inconclusive. Potency means the concentration at half of the fitted maximal effect. An excerpt, so the mix of outcomes need not match the whole.

SMILES	Tb PGK inh	RGS4 inhibitor	ALOX12 inh	Pin1 inh	JMJD2A Tudor inh	ERG Ets-DNA blk	TrxR1 inh	GLS inh	HP1b chromo inh
CC(=O)c1c(C)[nH]c(C(=O)OCC(=O)Nc2sc3c(c2C#N)CCC(C)C3)c1C (configuration not stated)	1%	-23%	u	26%	-17%	8%	-17%	-6%	20%
Cc1cc(=O)oc2c(C)c(OCC(=O)NCC3CCC(C(=O)O)CC3)ccc12 (configuration not stated)	-5%	2%	10%	1%	-16%	-3%	-2%	7%	-8%
S=C1NCN(Cc2ccccc2)CN1	4%	11%	87%[activator]	2%	-20%	-6%	-2%	-1%	48%[activator]
Cc1cccc2sc(NC(=O)Cn3c(C)csc3=O)nc12	-3%	-8%	-4%	10%	-10%	0%	-7%	3%	-3%
CCOC(=O)/C(=C/Nc1ccc(F)c(F)c1)[N+](=O)[O-]	7%	7%	x	-2%	-5%	-3%	-3%	27%	2%
COC(C(=O)Nc1ccc(Cl)cc1C)c1ccccc1 (configuration not stated)	4%	-41%	u	5%	-15%[57.1 µM]	-2%	12%	7%	29%
CCOC(=O)C(=Cc1ccc(OCc2ccc([N+](=O)[O-])cc2)c(OC)c1)C(=O)OCC	6%	-1%	167%[activator]	-1%	-20%	8%	u	6%	10%
CCOC(=O)COc1nc(C)c(Br)c(OC)n1	-6%	8%	17%	9%	-1%	x	16%	18%	18%
O=C(C(=O)N1CCCC1)c1c[nH]c2ccccc12	-3%	-10%	10%	4%	3%	-5%	-12%	3%	9%
NC1=C(Cl)C(=O)c2ccccc2C1=O	-4%	-30%	u	-7%	89µM*	x	13µM*	5%	-19%
COc1ccc(C[C@H]2CN3C(=NC[C@@H]3Cc3ccccc3)N2CCNC(=O)c2ccc(C)c(Br)c2)cc1	-5%	-14%	x	-8%	u	-4%	22%[57.1 µM]	-1%	-4%
CN1C(=O)[C@H]2[C@@H](/C=C/c3ccccc3)N3C(=O)CN(Cc4ccccn4)C(=O)[C@@]3(Cc3ccccc3)[C@H]2C1=O	-4%	10%	-1%	-11%	-22%	4%	5%	3%	30%
O=C(COc1cc(Cl)c(Cl)cc1Cl)NC(=O)Nc1ccc2c(c1)OCCO2	-10%	13%	-14%	4%	-18%	-10%	12%	6%	12%
Cc1cc(=O)[nH]c(SCC(=O)Nc2cc(S(=O)(=O)N(C)C)ccc2Cl)n1	-9%	-30%[56.9 µM]	-15%	0%	-13%	-7%	-4%	2%	44%[activator]
O=C(CCN1CCCC1)Nc1ccc(Br)cc1	-4%	-2%	20%	4%	-18%	-12%	-9%[57.1 µM]	14%	44%
Cc1cccc(-c2nc(CN3CCN(Cc4cccc(F)c4)CC3)c(C)o2)c1	-1%	-8%	-7%	-3%	u	8%	-6%	-3%	1%
CCc1ccc(NC(=S)NC2CC3CCCC(C2)N3Cc2ccccc2)cc1 (configuration not stated)	-9%	8%[56.9 µM]	u	1%	u	-13%	-1%	7%	2%
O=C(Nc1ccc2c(c1)CCC2)c1cnccn1	-6%	4%	19%	-6%	-25%	1%	10%	6%	14%
CN(Cc1ccccc1OCCO)CC1CCCN(CCc2ccc(Cl)cc2)C1 (configuration not stated)	-1%	18%	u	-1%	-24%	2%	7%[2.29 µM]	14%	42%[activator]
COc1ccc(/C=N/NC(=O)CNS(=O)(=O)c2ccc(C)cc2)cc1	-2%	-2%	u	0%	-11%	-1%	7%	2%	-21%
O=C(COCc1nc2ccccc2c(=O)[nH]1)NCC1CCCCC1	-5%	-23%	0%[57.4 µM]	-2%	-18%	x	17%	1%	25%
Cc1ccc(C(=O)N2CCN(c3ccc([N+](=O)[O-])c(NCc4ccco4)c3)CC2)cc1	i	-31%	-8%	-1%	-34%	-1%	20%[57.1 µM]	3%	-16%
CC(CCc1ccccc1)C(=O)NO (configuration not stated)	-7%	-22%	u	-3%	-14%	-2%	-2%	0%	13%
Cc1cs/c(=N/C(=S)Nc2ccccc2)n1C	i	-11%	-24%	-12%	-2%	x	4%	6%	6%
Cc1ccc(C)c(-n2c(-c3ccc4c(c3)OCO4)n[nH]c2=S)c1	3%	-30%	u	0%	25µM*	-8%	u	u	-6%
CCn1ccnc1CC1COc2ccccc2O1 (configuration not stated)	-5%	-3%[56.9 µM]	-13%	3%	-18%	3%	9%[57.1 µM]	-8%&13%	49%[activator]
Cc1ccc2c(Cl)cc(Cl)c(OCC(=O)NC(C)(C)C)c2n1	-3%	-4%	u	-1%	13%	-8%	-10%	1%	75%[activator]
CC(C)CC(=O)N1CC(=O)Nc2ccc(F)cc2C1c1ccccc1 (configuration not stated)	i	11%&-2%	-5%&-10%	1%&4%	-14%&-1%	7%&-1%	7%&-15%	-1%&-8%	21%&38%
CSc1ccccc1NC(=O)c1cc2c(=O)n3ccccc3nc2s1	-6%	-11%	0%	13%	-24%	-4%	2%	-2%	9%
Cc1ccccc1-c1nnc(SCC(=O)N(C)C2CCCCC2)o1	x	7%	-15%	-9%	1%	-3%	17%	-2%	40%[activator]
Cc1cccc2c(N=Nc3ccc(S(=O)(=O)Nc4ccc(Cl)cc4)cc3[N+](=O)[O-])c(O)[nH]c12	1%	9%	u	-3%	-27%	1%	7%	0%	-14%
O=C(CSc1nc2ccccc2c(=O)n1Cc1ccco1)NCc1ccccc1	i	-2%	4%	-3%	-3%	x	4%	1%	11%
CC(=O)Nc1ccc(NS(=O)(=O)Cc2ccccc2)cc1	-18%	24%	27%	14%	-14%	-1%	-14%	29%	13%
CNc1c(NS(=O)(=O)c2cc(OC)ccc2OC)c(=O)oc2ccccc12	4%	6%	-16%	-4%	-10%	3%	-10%[57.1 µM]	31%	37%[activator]
CCN(CC)C(=O)CSc1nc2sc3c(c2c(=O)n1CCOC)CCC3	-1%	-2%	2%	-4%	-23%	-7%	4%	-1%	22%
CSCCC(NC(=O)c1ccccc1)C(=O)NC1CCCC1 (configuration not stated)	-8%	8%	-1%	-4%	-8%	6%	2%[57.1 µM]	-14%	7%
C=CCn1c(SCC(=O)c2ccc(NS(=O)(=O)c3ccccc3)cc2)nnc1-c1cccs1	7%	-37%	u	14%	32µM*	13%	u	3%	-1%
O=C(c1ccc2c3c(cccc13)CC2)C1CCCN(Cc2ccc(OCCO)cc2)C1 (configuration not stated)	-7%	3%	-25%	2%	-54%	11%	20%	0%	-15%
CCCn1nnc(NC(=S)NC(=O)CC)n1	-3%	-34%	u	1%	2.8µM*	-5%	-27%	7%	u
CCOC(=O)N1CCC(NC(=O)c2cnn(-c3ccc(OC)cc3)c2C2CCN(C(=O)OC(C)(C)C)CC2)CC1	i	3%	0%	9%	-2%	5%	10%	3%	36%
Cc1ccc([N+](=O)[O-])cc1-c1ccc(/C=N\n2nnnc2N)o1	i	-24%	-4%	11%	1%	17%	17%	-1%	46%[activator]
COc1ccc(CC(=O)N(CC2CCCO2)c2nc3ccccc3s2)cc1 (configuration not stated)	-13%	7%	0%	1%	2%	16%	-7%	6%	28%
COc1ccc(NC(=O)N(C)C[C@H]2Oc3ccc(NS(=O)(=O)c4ccccc4)cc3C(=O)N([C@H](C)CO)C[C@@H]2C)cc1	1%	10%	3%	-9%	-19%	-11%	14%[57.1 µM]	5%	37%
COCCn1c(SCC(=O)N2CCCCC2)nc2c([nH]c3ccccc32)c1=O	-4%	16%	-4%	9%	-5%	-3%	15%	4%	17%
C/C(=N\Nc1nc(C)cc(-c2ccccc2)n1)c1cccc(N)c1	i	21%	16%	1%	-34%	3%	-5%	10%	15%
C=CCNC(=O)COc1coc(CN2CCN(C(=O)c3ccco3)CC2)cc1=O	-3%	-18%	-18%	-9%	-5%	-4%	u	0%	38%
Cc1ccc(NC(=O)CCn2c(=O)c3cccn3c3ccccc32)c(C)c1	-3%	-8%	-25%	u	-19%	8%	18%	2%	6%
CC(=C1C(=O)c2ccccc2C1=O)N1CCN(c2ccc(F)cc2)CC1	0%	19%	u	1%	-13%	5%	1%	33%[activator]	29%
CC(C)(C)C(=O)NNC(=O)CCCOc1ccc(Cl)cc1Cl	x	-23%	13%	-1%	-10%	x	26%	-3%	49%[activator]
Cc1cc(C)nc(NS(=O)(=O)c2ccc(NC(=O)CN3C(=O)C4CC=CCC4C3=O)cc2)n1 (configuration not stated)	i	-32%	-4%	-6%	4%	2%	8%[57.1 µM]	-11%	20%

Screening data: PubChem BioAssay, National Center for Advancing Translational Sciences (NCATS)
